# PP5 primary – PP5 (human) phosphatase inhibition. P53041. purified PP5c, OMFP substrate fluorescence. inhibition, % at 6.7 µM. 320,000 tested, 0.18% active. AID 1987;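 active = inhibition above the campaign's mean inhibition across all tested compounds plus 3 SD, cut at about 9.5% in these data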;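 note: 0% = DMSO only and 100% = 100 µM cantharidin control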
# Efflux pump mplx – antifungal efflux pump inhibition, Nile Red retention; S. cerevisiae Candida pump triplex; inhibition, % at 10 µM; 330,000 tested, 0.44% active; AID 485275;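 active = plate passing quality check with inhibition over a set limit, or well fluorescence over plate mean plus 4 SD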;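 note: Nile Red retained in pooled yeast measured as flow cytometry median fluorescence; 0% = buffer negative control and 100% = Enniatin B positive control; higher means more Nile Red kept so more efflux inhibition; some compounds called inactive have numbers as strong as hits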
# TPT1 inh – blocks Candida albicans tRNA 2'-phosphotransferase; AID 1962; 300,000 tested, 0.81% active; recombinant caTPT1, FP RNA substrate dephosphorylation; inhibition, % at 5 µM;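 active = inhibition above the mean of all tested compounds plus 3 SD, set per screening campaign, cut at about 24% in these data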;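 note: plate controls were DMSO alone for no effect and ferristatin control at 100 nM for full effect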
# core dimer inh – HCV core protein dimerization inhibition. inhibition, % at 5 µM. 300,000 tested, 0.33% active. AID 1899. TR-FRET GST/Flag-core106 dimerization, 1536-well;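 active = inhibition above the mean of all tested compounds plus 3 SD, set per screening campaign, cut at about 45% in these data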
#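 Test system: GST/Flag-tagged HCV core106 proteins; Medium: KF-containing HEPES buffer, pH 7.45, DTT, CHAPS, BSA; Times: compound-protein-antibody incubation 4 h at 22.5 °C; Detection: TR-FRET 671 and 617 nm emission; Benchmarks: wells lacking GST-core106 and wells with excess unlabelled core106.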
# procasp7 counter – activates human procaspase-7, counter-screen for procaspase-3 activators | P55210 | recombinant procaspase-7, Ac-DEVD-pNA absorbance 405 nm; D23A/D198A/D206A triple mutant, cannot self-cleave; scale: DMSO 0, 5 µM enzyme 100 | activation, % at 8.5 µM | 330,000 tested, 0.093% active | AID 463210;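 active = percent activation above the screen-wide mean plus 3 SD, cut at about 25% in these data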
#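 System: Procaspase-7 triple mutant (PC-7 D3A); measure: % activation from two-timepoint absorbance difference, scaled to controls; times: 1 h compound preincubation, 2 h substrate cleavage, 25 °C; also added: Ac-DEVD-pNA substrate, 400 µM as added; measured by: Epi-absorbance of released pNA at 405 nm, two timepoints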
# JMJD2C inh – human JMJD2C demethylase inhibition; Q9H3R0; AID 2099; inhibition, % at 2.35 µM; 330,000 tested, 0.069% active; GST-JMJD2C(1-420) H3K9me3 demethylation, DELFIA europium;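 active = more than half of a compound's replicate wells show inhibition beyond 50%, single wells judged on their own value; inconclusive = some, but no more than half, of replicates pass 50% inhibition; inactive = no replicate passes 50% inhibition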;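 note: signal counts dimethyl H3K9 product captured on neutravidin plate; 0% = median of DMSO wells and 100% = 0.3 times that DMSO median; strong numbers were not always called active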
# Target sequence (Q9H3R0 1-420 limits assumed): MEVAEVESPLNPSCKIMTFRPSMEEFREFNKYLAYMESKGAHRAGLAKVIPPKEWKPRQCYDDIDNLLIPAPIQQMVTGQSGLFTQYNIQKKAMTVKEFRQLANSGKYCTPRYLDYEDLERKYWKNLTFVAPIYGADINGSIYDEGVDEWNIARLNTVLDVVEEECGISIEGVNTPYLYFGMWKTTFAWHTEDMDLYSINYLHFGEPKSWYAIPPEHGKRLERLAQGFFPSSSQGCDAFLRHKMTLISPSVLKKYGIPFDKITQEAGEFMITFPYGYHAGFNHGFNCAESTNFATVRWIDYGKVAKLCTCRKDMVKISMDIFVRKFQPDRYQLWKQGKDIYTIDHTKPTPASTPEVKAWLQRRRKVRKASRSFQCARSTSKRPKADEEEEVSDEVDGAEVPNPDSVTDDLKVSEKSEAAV
# PP1 inh – blocks human PP1-alpha phosphatase, a PP5 counter-screen; purified PP1alpha, OMFP fluorescence; inhibition, % at 6.7 µM; P62136; 320,000 tested, 0.9% active;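 active = inhibition above the mean inhibition of all tested compounds plus 3 SD, computed separately for each screening campaign, cut at about 15% in these data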
# Target sequence (P62136 whole entry, looked up): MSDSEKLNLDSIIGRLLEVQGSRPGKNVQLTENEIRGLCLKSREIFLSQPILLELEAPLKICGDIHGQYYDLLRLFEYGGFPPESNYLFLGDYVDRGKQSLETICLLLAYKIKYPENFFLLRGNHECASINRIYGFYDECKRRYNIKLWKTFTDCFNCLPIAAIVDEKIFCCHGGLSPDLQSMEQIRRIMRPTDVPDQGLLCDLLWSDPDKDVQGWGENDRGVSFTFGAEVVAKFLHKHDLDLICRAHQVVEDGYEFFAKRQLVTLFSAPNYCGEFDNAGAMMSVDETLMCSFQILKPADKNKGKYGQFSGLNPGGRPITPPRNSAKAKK
# CTSL1 counter – cathepsin L1 inhibition, PFM18AAP counter-screen | recombinant F. hepatica cathepsin L1, Z-Leu-Arg-MCA fluorescence | inhibition, % at 5.96 µM | 300,000 tested, 0.49% active;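 active = inhibition above the mean of all tested compounds plus 3 SD, set per screening campaign, cut at about 17% in these data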;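 note: 0% = plate median of test compound wells and 100% = 1 µM Z-Phe-Ala-diazomethylketone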
# proCasp3 act – activators of human procaspase-3; 330,000 tested, 0.11% active; recombinant procaspase-3 D3A, Ac-DEVD-pNA absorbance 405 nm; activation, % at 8.5 µM; P42574;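 active = activation above the mean of all tested compounds plus 3 SD, cut at about 21% in these data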;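 note: 0% = DMSO alone and 100% = DMSO wells spiked with extra 5 µM PC-3 D3A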
# Target sequence (P42574 whole entry D9A/D28A/D175A): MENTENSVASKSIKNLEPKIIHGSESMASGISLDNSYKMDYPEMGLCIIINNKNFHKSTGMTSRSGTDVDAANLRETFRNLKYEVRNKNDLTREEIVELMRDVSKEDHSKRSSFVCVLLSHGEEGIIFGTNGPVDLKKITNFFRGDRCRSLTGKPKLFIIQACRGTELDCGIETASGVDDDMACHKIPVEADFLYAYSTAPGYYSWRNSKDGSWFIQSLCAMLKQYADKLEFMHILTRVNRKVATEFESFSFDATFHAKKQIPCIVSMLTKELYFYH
#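 Technique: 405 nm absorbance of p-nitroaniline, reads at 0 and 120 min; Test system: Procaspase-3 D3A mutant; Incubation: 1 h enzyme-compound preincubation, then 2 h substrate reaction, 25 °C; Repeats: singlicate, each compound tested once; Benchmarks: low control DMSO wells, high control DMSO plus 5 µM PC-3 D3A.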
# Active calls of the source: *; ? = inconclusive; · = no result given; & = joins results of further samples. Some of the compounds tested; the hit share may differ from the screen's.
SMILES,PP5 primary,Efflux pump mplx,TPT1 inh,core dimer inh,procasp7 counter,JMJD2C inh,PP1 inh,CTSL1 counter,proCasp3 act
CC(C)(C)c1ccc(CSc2cnn(C(C)(C)C)c(=O)c2Cl)cc1,2.0,0.2,-1,-1,12,-22,-1,3,2
COc1cccc(N2C(=O)NC(=O)/C(=C/c3ccc4c(c3)Cc3ccccc3-4)C2=O)c1,3.9,-0.1,1,2,-10,46,-1,8,3
Cc1ccccc1CN1CCN(C(=O)Cc2ccccc2)CC1,-0.7,-0.1,-1,-1,4,-12,-2,1,-2
CCOC(=O)c1c(/N=C/C2C(=O)NC(=S)NC2=O)sc2c1CCC2,-1.7,0.0,113*,2,-32,11,-1,2,-21
Cc1cccc(N2CCN(CCc3ccccc3)CC2)c1C,4.9,0.1,-3,1,-15,5,0,0,-15
NP(=O)(OCC(F)(F)F)Oc1ccccc1 (centres undefined),-4.4,0.3,3,0,4,-5,-1,1,-1
O=C(NC(=C(Cl)Cl)P(=O)(c1ccccc1)c1ccccc1)c1ccccc1,3.7,-0.2,-1,5,6,4,2,-3,2
COc1cc(C2SCC(=O)Nc3c2c(C)nn3-c2ccccc2)cc(OC)c1OC (centres undefined),5.4,-0.3,2,-1,-11,3,4,1,10
CN1CCC(N(C)c2nc(-c3ccccc3)nc3ccccc23)CC1,-0.6,0.1,5,-1,1,-4,1,-1,8
O=C(N/N=C\C1C(=O)NC(=S)N(c2ccccc2)C1=O)c1ccc(O)cc1 (centres undefined),-1.1,0.1,6,7,-27,-4,-3,1,-6
COc1ccc(CN2CCNCC2)c(OC)c1OC,-1.2&-2.9,-0.1&0.0,1&-1,-8&16,4&-1,3,0&1,5&-2,9&4
C=CCn1c(O)c(/C=C2\C=Nc3ccccc32)c(=O)[nH]c1=O,-2.5,0.1,36*,2,-1,-8,-2,-5,3
NS(=O)(=O)c1ccc(-c2ccc(C=C3C(=O)NC(=S)NC3=O)o2)cc1,1.1,-0.1,36*,17,-10,33,-2,1,-13
COc1ccc(-n2c(O)c(/C(C)=N/Nc3ccccc3)c(=O)[nH]c2=O)cc1,-0.9,-0.1,-8,4,-19,2,-2,-4,-8
CN1C(=O)C(=Cc2cccnc2)C(=O)N(C)C1=O,-0.7,-0.1,1,1,5,?,-1,0,2
COc1ccn(C)c(=O)c1C#N,2.0,-0.2,-3,-1,1,-1,-2,-4,0
C=C(Cl)CSC(=S)N(CC)CC,1.3,0.3,·,·,3,-2,-6,·,6
Nc1ccccc1C(=O)OCCOc1ccccc1,3.7,0.1,-1,9,3,1,-1,2,-1
COc1ccc(CC2C(=O)N(c3ccccc3)C(=O)N(c3ccccc3)C2=O)c(OC)c1,1.9,0.2,4,-7,-6,-4,-14,-4,-9
CC(NCc1ccc(Cl)cc1Cl)C(O)c1ccccc1 (centres undefined),0.7,0.1,-2,-1,3,2,0,1,6
O=C(Cc1ccc(Br)cc1)N1CCN(Cc2ccccc2)CC1,-1.4,0.0,0,10,8,-8,-1,-3,4
CNC(=O)NC(O)C(Cl)(Cl)Cl (centres undefined),0.6,0.0,0,5,-3,3,0,1,-2
CN(C(=O)Oc1cccc2cccnc12)c1ccccc1,4.9,0.3,3,-2,2,-48,-2,-3,-2
COC(=O)C1=C(c2ccc(F)cc2OCc2ccccc2)C[C@@H]2CC[C@H]1N2C(=O)NCc1cccc(OC)c1,-0.4,0.2,·,·,9,1,3,·,3
CCC(CC)N1CCN(C(=O)Cc2ccccc2)CC1,2.6,-0.1,-3,-4,8,4,-1,-1,-2
O=C(Nc1ccc(F)cc1F)c1cccn(Cc2ccccc2)c1=O,4.5,0.2,-1,5,1,-2,9,-8,5
CCc1ccc(-n2c(O)c(/C=N/NC(=O)c3ccncc3)c(=O)[nH]c2=O)cc1,1.1,0.0,11,-2,-3,-4,1,1,-6
CCCCC(CC)COCCCN=Cc1c(O)[nH]c(=S)[nH]c1=O (centres undefined),1.4,-0.1,-2,2,0,2,1,-5,-5
Cn1c(=O)cc(OCCCC(=O)N2CCC3(CC2)OCCO3)c2ccccc21,0.3,0.1,3,-5,16,9,-2,-1,6
O=c1c2ccccc2nc(-c2ccc([N+](=O)[O-])cc2)n1-c1ccccc1,0.6,0.1,-1,1,6,-2,0,4,-3
CCCC1(CCC)C(=O)NC(=NCc2ccccc2)NC1=O,-5.9,0.2,4,3,-1,-12,5,-4,5
OC(c1ccccc1)(c1ccc(Cl)cc1)C1CN2CCC1CC2 (centres undefined),-0.1,-0.1,-2,-8,-1,21,-5,2,2
CCN1CCN(c2cc(=O)n3ccccc3n2)CC1,-1.6,-0.1,-1,6,6,22,-5,3,4
O[C@@H]1CCCC[C@H]1N1CCC(c2ccccc2)CC1,2.0,0.1,-2,-2,-2,-8,-6,-4,-1
CC(C)=CCc1c(O)cc2c(c1O)C(=O)CC(c1ccc(O)cc1)O2 (centres undefined),3.7,0.1,-2,0,-1,-18,-3,0,8
N#Cc1ccccc1Cn1cc(C(=O)c2ccccc2F)c2ccccc21,2.0,-0.1,0,2,0,-10,0,0,-3
Cc1nc2ccccc2c(=O)n1-c1ccc(-c2ccccc2)cc1,2.9,-0.1,-1,-1,-6,-20,3,14,9
CCn1c(P(C)(=O)O)nc2ccccc21,2.5,0.1,1,-5,7,9,0,-2,-4
CN(C)CC#CCC(O)(c1ccccc1)C1CCCC1 (centres undefined),2.2,0.0,2,-5,9,0,2,-2,-5
CC(C)C(=O)c1cn(Cc2ccccc2C#N)c2ccccc12,1.1,0.0,1,1,12,4,2,2,-2
CC(Cc1ccccc1)N1C(=O)c2ccccc2C1=O (centres undefined),2.3,0.1,-1,5,2,21,1,3,2
Cc1c(N=Cc2c(O)n(C)c(=O)[nH]c2=O)c(=O)n(-c2ccccc2)n1C,1.5,-0.1,-5,3,-2,?,-4,1,7
CC(=O)c1ccc(OC(=O)N(C)c2ccccc2)cc1,3.1,0.1,1,12,-4,-7,-10,-5,5
CC(=O)Nc1ccccc1OC(=O)N(C)C,1.3,0.0,1,-1,3,0,-2,-2,1
CCOP(=O)(OCC)c1ccc(O)cc1,1.7,0.0,-4,-6,-1,5,-6,-2,9
C[N+]1([O-])[C@@H]2CC(OC(=O)[C@H](CO)c3ccccc3)C[C@H]1[C@@H]1O[C@@H]12 (some centres undefined),1.5,0.0,-1,-6,-1,·,-4,-2,-4
c1ccc(C[n+]2ccccc2)cc1,0.3,-0.1,2,2,-7,0,-1,1,7
CCOC(=O)C1=C(N)Oc2ccccc2C12C(=O)N(CC(=O)OC)C(CC(=O)OC)=C2C(=O)OC (centres undefined),3.6,0.0,3,-2,-1,5,5,0,2
C=CCC1(Nc2ccccc2)CC(C)N(C)CC1C (centres undefined),-2.8,0.0,2,0,2,1,4,-1,-2
COc1cc(C(=O)N/N=C/C23CC[C@@H](O)CC2(O)CC[C@@H]2[C@@H]3CCC3(C)C(C4=CC(=O)OC4)CCC23O)ccc1O (some centres undefined),3.5,0.2,2,-1,1,10,1,-3,5
CCC(=NCc1ccco1)c1c(O)n(-c2ccc(C)cc2)c(=O)[nH]c1=O,2.9,0.2,2,3,-16,-12,6,5,-10
O=C1NC(=O)C(=Cc2ccc(N3CCOCC3)cc2)C(=O)N1,-2.5,0.0,-3,-2,-8,-44,2,2,-2
c1ccc2c(N3CCNCC3)nsc2c1,1.9,-0.1,-3,-4,-5,8,3,5,-1
O=C1Nc2ccc(Br)cc2C(c2ccccc2Cl)=NC1O (centres undefined),4.6,0.0,0,-1,-5,-4,-3,-2,5
CCc1ccc(N2C(=O)NC(=O)C(Cc3ccc(OC)cc3OC)C2=O)cc1 (centres undefined),-1.4,0.0,5,-2,0,-2,-7,4,4
COC(=O)C1=C(c2cccc(OCc3ccccc3)c2)C[C@@H]2CC[C@H]1N2C(=O)NCCc1ccc(F)cc1,2.9,0.3,·,·,5,·,8,·,3
CN(C)S(=O)(=O)c1cc(C(=O)N2CCC(C(=O)O)(c3ccccc3)CC2)ccc1Cl,-1.2,0.1,3,-5,4,2,-2,-2,10
CCOP(=S)(OCC)Oc1cc(C)oc(=O)c1Cl,1.4,0.1,0,0,-15,13,0,-1,-3
C=CCn1c(O)c(C=Nc2ccc(OC)cc2C)c(=O)[nH]c1=O,0.6,0.1,2,-2,9,3,-1,6,-8
O=C(Cc1ccccc1)N1CCN(Cc2c[nH]c3ccccc23)CC1,-0.9,0.1,-3,-2,13,-9,4,0,-6

# In a second layout: entries from further up.
# Results follow in this order: PP5 primary	Efflux pump mplx	TPT1 inh	core dimer inh	procasp7 counter	JMJD2C inh	PP1 inh	CTSL1 counter	proCasp3 act
- CC(Cc1ccccc1)N1C(=O)c2ccccc2C1=O (centres undefined)
    2.3	0.1	-1	5	2	21	1	3	2
- Cc1c(N=Cc2c(O)n(C)c(=O)[nH]c2=O)c(=O)n(-c2ccccc2)n1C
    1.5	-0.1	-5	3	-2	?	-4	1	7
- CC(=O)c1ccc(OC(=O)N(C)c2ccccc2)cc1
    3.1	0.1	1	12	-4	-7	-10	-5	5
- CC(=O)Nc1ccccc1OC(=O)N(C)C
    1.3	0.0	1	-1	3	0	-2	-2	1
- CCOP(=O)(OCC)c1ccc(O)cc1
    1.7	0.0	-4	-6	-1	5	-6	-2	9

# Remaining list, next part:
SMILES,PP5 primary,Efflux pump mplx,TPT1 inh,core dimer inh,procasp7 counter,JMJD2C inh,PP1 inh,CTSL1 counter,proCasp3 act
Cc1cc(=O)[nH]c(SCc2nc3ccccc3c(=O)n2-c2ccccc2C)n1,-1.2,-0.1,-3,2,5,5,7,0,1
O=C(COc1ccccc1)N1CCN(Cc2c[nH]c3ccccc23)CC1,3.7,0.2,3,-3,8,18,2,-4,-9
O=C1NC(=O)C(C/C=C/c2ccccc2)C(=O)N1,-2.3,-0.3,-1,-7,-10,-19,1,3,-4
CN1C(=O)C(=Cc2ccccc2OCc2ccc(C(=O)O)cc2)C(=O)N(C)C1=O,-1.4,-0.1,0,-3,-17,?,0,-1,-1
C#C[C@]1(O)CC[C@H]2[C@@H]3CCC4=CC(=O)CC[C@]4(C)[C@H]3CC[C@@]21C,-0.4,-0.1,-2,-4,-5,-1,-2,0,3
C[C@@H]1C(=O)O[C@@H]2[C@H](O)C34[C@@H]5OC(=O)C3(O[C@H]3OC(=O)[C@H](O)C34[C@H](C(C)(C)C)[C@H]5O)[C@@]12O (some centres undefined),3.8,0.2,2,-6,8,-8,2,0,2
Cn1c(O)c(C(=Nc2ccccc2)SCc2ccc(Cl)cc2)c(=O)n(C)c1=O,0.1,-0.1,1,2,-1,-21,1,0,-2
O=C(Cc1ccccc1)NC(Oc1ccccc1Cl)C(Cl)(Cl)Cl (centres undefined),1.8,-0.4,-4,-2,8,-1,2,2,0
